hgDAF12 agonist: H. glycines DAF-12 receptor agonists, primary screen, cell-based, luminescence, HEK293, GAL4 fusion, UAS-luciferase. HEK293 GAL4-hgDAF12 UAS-luciferase reporter, agonist luminescence; normalized to butyrate control. hit rate 1.8% among 370,000. activation, % at 6.8 µM. Nuclear hormone receptor DAF-12 (Heterodera glycines), GAL4 fusion. AID 687014, 2013;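 active = activation above a cutoff set at the mean of all screened compounds plus 3 SD, cut at about 10% in these data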;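 note: 0% = DMSO wells and 100% = sodium butyrate wells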
ssDAF12 agonist: S. stercoralis DAF-12 nuclear receptor activators, primary screen, cell-based, luminescence, HEK293, GRIP1 co-expression, lit1-tk-luc | Nuclear hormone receptor DAF-12 (Strongyloides stercoralis) | HEK293 ssDAF-12/GRIP1 lit1-tk-luc reporter; % of 3 µM dafachronic acid response | activation, % at 6.8 µM | hit rate 1% among 370,000;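 active = activation above the mean over all tested compounds plus 3 SD, cut at about 0.9% in these data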;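 note: 0% = DMSO-only wells and 100% = 3 µM delta7-dafachronic acid wells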
PLC-beta3 inh: human PLC-beta3 inhibitors, primary screen, biochemical, fluorescence; 1-phosphatidylinositol 4,5-bisphosphate phosphodiesterase beta-3 (Homo sapiens), Q01970; Purified PLC-beta3, fluorogenic substrate; hit rate 0.18% among 370,000; inhibition, % at 12.2 µM; in the data active = inhibition above about 11%;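 note: 0% = median of compound wells on plate and 100% = full blocker control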
hcDAF12 agonist: H. contortus DAF-12 nuclear receptor activators, primary screen, cell-based, luminescence, HEK293, lit1-tk-luc reporter; hit rate 1.4% among 370,000; HEK293 hcDAF-12 lit1-tk-luc reporter; 0% DMSO, 100% Δ7-dafachronic acid; activation, % at 6.8 µM; AID 652067, 2013;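 active = activation above the mean of all tested compounds plus 3 SD, cut at about 5.5% in these data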;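 note: 100% = response to 3 µM Δ7-dafachronic acid high control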
DAX1 inh-1: DAX1 (NR0B1) inhibitors, primary screen, cell-based, HEK293, Gal4-DAX1, luciferase luminescence; hit rate 0.99% among 340,000; HEK293 Gal4-DAX1 luciferase reporter; AID 504766, 2011; inhibition, % at 6.75 µM; Nuclear receptor subfamily 0 group B member 1 (Homo sapiens), P51843;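 active = inhibition above the mean over all tested compounds plus 3 SD, cut at about 4.2% in these data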;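 note: 0% = DAX1-transfected cells with DMSO and 100% = empty-vector control cells with DMSO; inhibition shows as a rise in luminescence from relieved DAX1 repression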
sPLA2-III inh: human group III sPLA2 inhibitors, primary screen, biochemical, QFRET, BODIPY PC-A2 liposome substrate; Group 3 secretory phospholipase A2 (Homo sapiens), Q9NZ20; QFRET BODIPY PC-A2 liposome hydrolysis, fluorescence; inhibition, % at 12.2 µM; hit rate 0.56% among 370,000; AID 743126, 2013;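 active = inhibition above mean plus 3 SD of compounds lying within the high and low control bounds, cut at about 19% in these data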;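 note: 0% = median of test compound wells and 100% = no enzyme DMSO wells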
Target sequence (Q9NZ20 whole entry, looked up): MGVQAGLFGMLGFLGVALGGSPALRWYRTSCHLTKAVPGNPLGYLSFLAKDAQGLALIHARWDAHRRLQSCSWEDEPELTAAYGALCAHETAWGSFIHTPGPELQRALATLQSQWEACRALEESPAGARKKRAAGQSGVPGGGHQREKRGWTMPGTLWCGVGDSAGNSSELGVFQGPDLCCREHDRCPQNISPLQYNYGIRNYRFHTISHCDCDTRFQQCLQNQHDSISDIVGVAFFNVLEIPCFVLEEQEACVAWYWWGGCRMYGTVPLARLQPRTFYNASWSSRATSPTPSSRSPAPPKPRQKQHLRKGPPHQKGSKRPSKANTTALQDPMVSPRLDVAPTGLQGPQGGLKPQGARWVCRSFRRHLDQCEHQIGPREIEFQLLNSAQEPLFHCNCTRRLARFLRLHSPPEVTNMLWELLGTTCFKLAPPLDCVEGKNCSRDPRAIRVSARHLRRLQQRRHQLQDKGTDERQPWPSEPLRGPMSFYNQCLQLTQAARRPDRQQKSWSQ
FXN GAA850 act: FXN promoter activators, primary screen, cell-based, luciferase luminescence, HEK293 lucGAA850; activation, % at 6 µM; HEK293 lucGAA850 FXN promoter luciferase reporter, 24 h; percent of 10 µM SAHA response; hit rate 0.56% among 360,000;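 active = activation above the average of all compounds screened plus 3 SD, cutoff fixed separately per campaign, cut at about 7.5% in these data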;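 note: 0% = DMSO wells and 100% = 10 µM SAHA wells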
ADAM10 inh: human ADAM10 inhibitors, primary screen, biochemical, QFRET, HTS. Disintegrin and metalloproteinase domain-containing protein 10 (Homo sapiens), O14672. recombinant ADAM10, EDANS/DABCYL FRET peptide cleavage, 3 h. inhibition, % at 7 µM. hit rate 0.62% among 370,000;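 active = inhibition above a per-campaign cutoff equal to the mean of compounds falling between control-based bounds plus 3 SD, cut at about 20% in these data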;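 note: 0% = DMSO wells while the 100% control is not disclosed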
PLC-gamma1 inh: PLC-gamma1 enzyme inhibitors, primary screen, biochemical, fluorescence, purified enzyme; 1-phosphatidylinositol 4,5-bisphosphate phosphodiesterase gamma-1 (Homo sapiens), P19174; fluorogenic substrate; inhibition, % at 12.2 µM; hit rate 0.84% among 370,000; in the data active = inhibition above about 9.5%
ADAM17 inh: ADAM17 inhibitors, primary screen, biochemical, QFRET. inhibition, % at 6.95 µM. Disintegrin and metalloproteinase domain-containing protein 17 (Homo sapiens), P78536. recombinant ADAM17, EDANS/DABCYL FRET peptide cleavage. hit rate 0.83% among 370,000. AID 720648, 2013;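 active = inhibition above the mean of compounds lying between control limits plus 3 SD, set per campaign, cut at about 8.5% in these data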;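 note: 0% = DMSO-only wells as the low control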
Target sequence (P78536 215-824 limits assumed): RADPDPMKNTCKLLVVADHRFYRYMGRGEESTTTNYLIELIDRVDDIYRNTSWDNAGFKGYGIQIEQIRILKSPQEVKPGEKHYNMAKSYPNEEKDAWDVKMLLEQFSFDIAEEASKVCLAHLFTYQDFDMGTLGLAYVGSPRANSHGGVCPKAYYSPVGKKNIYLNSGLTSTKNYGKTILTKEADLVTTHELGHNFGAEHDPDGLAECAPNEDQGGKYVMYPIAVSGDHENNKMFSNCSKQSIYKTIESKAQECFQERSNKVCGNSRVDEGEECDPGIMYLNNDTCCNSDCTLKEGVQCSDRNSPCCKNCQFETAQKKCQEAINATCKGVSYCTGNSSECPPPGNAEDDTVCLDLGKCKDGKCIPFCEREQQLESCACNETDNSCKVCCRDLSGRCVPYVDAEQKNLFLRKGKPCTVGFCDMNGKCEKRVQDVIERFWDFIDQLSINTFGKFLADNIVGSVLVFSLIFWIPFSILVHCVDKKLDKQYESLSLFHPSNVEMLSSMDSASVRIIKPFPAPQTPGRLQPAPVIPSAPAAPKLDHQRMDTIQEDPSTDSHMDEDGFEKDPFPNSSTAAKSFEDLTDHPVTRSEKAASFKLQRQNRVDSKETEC
DAX1 inh-2: DAX1 (NR0B1) inhibitors on StAR promoter, primary screen, cell-based, luminescence, SF-1 (NR5A1), full-length DAX-1. HEK293T StAR-luciferase reporter, SF-1/DAX-1 repression relief. inhibition, % at 6.8 µM. AID 652010, 2013. hit rate 1.1% among 370,000;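 active = inhibition above the mean over all tested compounds plus 3 SD, cut at about 3.6% in these data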;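 note: 0% = DAX-1 cells with DMSO and 100% = cells lacking DAX-1 with DMSO; higher inhibition means more luminescence from relief of DAX-1 repression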
Active calls of the source: *; i = inactive; · = not tested or not shown.

SMILES	hgDAF12 agonist	ssDAF12 agonist	PLC-beta3 inh	hcDAF12 agonist	DAX1 inh-1	sPLA2-III inh	FXN GAA850 act	ADAM10 inh	PLC-gamma1 inh	ADAM17 inh	DAX1 inh-2
COc1ccc(CN(CCC(C)C)S(=O)(=O)c2ccccc2Br)cc1	1.7	-1.8	2	-0.9	1.4	-2	-0.2	0	-1	1	0.1
CCN1CCN(c2cc(C)c3cc(NC(=S)N4CC(C)CC(C)C4)ccc3n2)CC1 (centres undefined)	-1.3	-1.4	-270	-1.6	-1.0	6	-0.5	i	-176	-188	-0.7
CCOC(=O)C1=C(NC(=S)NC(=O)c2ccccc2)c2ccccc2CC1(C)CC (centres undefined)	1.2	-0.9	2	-1.1	-3.4	4	-4.7	7	2	2	-0.3
COc1ccc(N2CCN(C(=O)CCCn3c(=O)c4cccn4c4cccnc43)CC2)cc1	-3.5	-1.1	-8	-3.2	-0.5	6	-0.7	-6	1	-9	-0.5
CCCn1nc(NS(=O)(=O)c2ccccc2[N+](=O)[O-])c2cc3ccccc3nc21	-0.4	-0.3	-22	4.6	0.0	-3	0.7	-6	-12	-4	2.2
COc1ccc(S(=O)(=O)N2CCOC23CCN(C(=O)c2c(F)cccc2Cl)CC3)cc1	1.1	-1.4	-3	-3.2	0.3	-3	0.8	1	4	1	0.3
COc1ccc(C(=O)N2CCC(C(=O)N3CCN(c4ccc(OC)cc4)CC3)CC2)cc1	2.9	-1.1	-3	-1.9	-0.6	6	0.3	-5	0	-2	0.7
COc1c(F)cccc1C1=CC(=O)C[C@H](c2ccc(F)cc2)C1	-3.8	-1.2	-8	-3.0	0.6	12	3.0	4	-6	7	-0.9
CCCCCCCCN1C(=O)[C@@H](CC(=O)NCCc2ccccc2OC)C[C@@]2(C(=O)OC)C1=C[C@H](COCc1ccccc1)O[C@@H]2C	-1.7	-0.7	-6	-2.2	·	-14	·	-4	-5	-5	0.3
CC(=O)COc1cc2c(-c3cc4ccccc4o3)cc(=O)oc2cc1C	0.7	-1.1	-95	-1.9	0.5	3	1.0	-19	-57	-11	-0.2
Cc1cc(C)cc(-n2ncc3c2CCCC3NC(=O)c2ccccc2N2CCOCC2)c1 (centres undefined)	-2.6	-1.2	-4	-1.4	-0.2	6	-3.2	-2	4	-1	0.1
COCCn1c(SCC(=O)Nc2ccc(S(=O)(=O)N(C)C)cc2)nc2ccccc21	0.3	-1.7	1	-1.1	-2.4	-23	0.5	6	1	2	-0.3
NC(=O)c1csc(-c2ccncc2)n1	2.1	-1.4	2	-1.1	-0.2	6	0.2	-9	-4	-6	0.1
CC1CCCCN1C(=O)c1cnn2c(C(F)(F)F)cc(-c3ccco3)nc12 (centres undefined)	2.5	-1.1	-220	-1.5	-0.4	0	2.6	-32	-199	-12	-0.8
O=C(O)C(C(O)c1ccc([N+](=O)[O-])cc1)[n+]1ccccc1 (centres undefined)	3.5	0.1	-2	0.0	-0.6	11	-0.5	13	0	-1	0.0
CCOc1ccc(/C=C/C(=O)c2c(O)c3ccccc3oc2=O)cc1	-0.1	-0.8	-7	-0.9	-0.3	2	1.7	-10	-6	-5	-0.1
CC1CN(C(=O)c2cccn(Cc3c(Cl)cccc3Cl)c2=O)CC(C)O1 (centres undefined)	1.3	-1.4	-7	-0.8	0.7	7	0.0	-15	2	-6	-0.1
CCC(c1nnnn1Cc1ccccc1)N1CCN(c2ccccc2)CC1 (centres undefined)	0.0	-1.9	2	-0.9	-0.5	5	1.4	10	1	2	-0.5
COc1ccc(C=C2OC(=O)C(C(C)=O)=C2O)cc1	3.2	-0.4	-67	0.5	-1.7	-5	1.8	-117	-48	-32	2.4
O=C1CC(NC23CC4CC(CC(C4)C2)C3)C(=O)N1c1ccc2c(c1)OCO2 (centres undefined)	-0.5	-1.9	-2	-2.5	2.0	2	1.0	6	-2	-5	-0.4
CC1=C(C(=O)OC(C)C)[C@@H](c2ccc(C)o2)NC(=O)N1	-2.0	-1.6	0	-0.5	0.5	0	-0.5	8	-2	-1	0.0
CCCCNc1nc(CC)c2c(c1C#N)CCCC2	-1.4	-1.3	-2	-0.5	0.7	-1	-1.4	-13	-4	-5	0.1
N=c1ccccn1CC(O)COc1ccccc1 (centres undefined)	-0.3	-0.9	-4	-1.6	-0.2	6	-1.8	-1	1	-3	0.7
C[C@H](CO)N1C[C@H](C)[C@@H](CN(C)S(C)(=O)=O)Oc2c(NC(=O)C3CC3)cccc2C1=O	0.8	-0.9	-2	-2.3	-1.0	1	0.9	0	1	-3	-0.1
O=C(NCCc1c[nH]c2ccccc12)OCCSS(=O)(=O)O	0.0	-0.8	-4	-1.9	2.1	-12	3.8	-10	3	-6	-1.1

Next compounds:
SMILES	hgDAF12 agonist	ssDAF12 agonist	PLC-beta3 inh	hcDAF12 agonist	DAX1 inh-1	sPLA2-III inh	FXN GAA850 act	ADAM10 inh	PLC-gamma1 inh	ADAM17 inh	DAX1 inh-2
O=C1Nc2cc(C(=O)NCC3CCCO3)ccc2S/C1=C/c1ccccc1F (centres undefined)	-3.8	-1.8	-164	-4.2	-1.3	-45	-1.0	-37	-102	-7	-5.0
COc1ccc(/C=C2/N=C3CCCCCN3C2=O)cc1	5.4	-0.6	4	0.3	0.4	-5	3.9	3	-1	1	0.7
Cc1cccc(N(Cc2cc3ccc(C)cc3[nH]c2=O)S(=O)(=O)c2ccccc2)c1	2.3	-0.6	-14	-0.2	-0.1	-4	-1.4	-11	-5	-1	0.0
CCOCCN1CCN(c2c(C)c(C)nc3cc(-c4cc(OC)cc(OC)c4)nn23)CC1	-4.5	-2.3	-50	-3.4	-1.3	-11	-1.5	-14	-49	-4	-1.4
Clc1cccc(-c2nc(-c3ccc(-c4nn[nH]n4)cc3)no2)c1	-0.3	-1.2	0	-0.2	0.8	-14	0.9	9	-1	3	0.5
O=C1c2cccc3cccc(c23)C(=O)N1Nc1ccccc1	-4.1	-1.3	-6	-1.4	0.3	5	4.1	-2	-1	1	0.3
COc1ccc(/C=C/C(=O)c2ccc(O)cc2)cc1COc1ccc(F)cc1	2.4	-1.9	-33	-1.7	-1.9	-64	1.7	18	-5	8	-1.8
CC(=O)Nc1ccc(Cl)c(-c2nc3ncccc3o2)c1	0.7	-1.3	-12	-2.5	-0.2	0	0.9	-27	-9	-9	-0.7
CCCNC(=O)c1ccc(N2CCC3(CC2)CC(c2cccc(Br)c2)=NO3)c(NC(=O)c2cccc(C)c2)c1	0.9	-1.5	-2	-1.8	-0.1	-3	0.2	2	0	0	-0.4
O=C(Nc1ccc2c(c1)OCO2)c1cc(Cl)ccn1	16*	0.4	-6	5.4	1.9	-5	2.8	0	-1	2	6.5*
NC(=S)Nc1cccc(Cl)c1	-2.5	-1.2	-1	-0.1	-1.8	12	-0.9	9	5	3	-0.1
O=C1[C@@H](C2CC2)[C@@H]2c3ccccc3C=NN2[C@@H]2c3ccccc3C=NN12	-1.0	-0.6	-6	0.5	·	8	·	1	4	2	-0.7
Cc1oc(-c2ccccc2F)nc1CS(=O)(=O)CC(=O)NCCCN1CCc2ccccc2C1	0.5	-1.0	-19	5.3	1.0	-5	-0.6	-23	-17	-6	0.9
O=C(OCCN=C1NS(=O)(=O)c2ccccc21)C1CC(=O)N(c2ccc(Cl)cc2)C1 (centres undefined)	0.5	-1.5	0	-2.2	0.0	-1	2.7	6	0	-6	0.5
O=C1c2ccccc2C(=O)N1CCc1nc2ccccc2c(=O)n1CCCn1ccnc1	-0.2	-1.1	2	-0.7	0.3	-7	-0.3	-5	-2	-3	-0.5
COc1ccccc1-c1cc(C(F)(F)F)nc(N2CCCCC2)n1	1.4	-0.7	0	-1.4	0.4	6	1.0	-4	0	-4	0.5
CN(C)CCCN(C(=O)c1ccc(S(=O)(=O)N2CCCCCC2)cc1)c1nc2c(F)cc(F)cc2s1	1.6	-0.8	2	-1.7	0.9	-1	-0.7	-6	4	-2	-1.0
Cc1nc2ccc(NC(=O)C(F)(F)F)cc2o1	0.2	-1.3	0	0.1	0.8	0	1.7	-4	-1	-1	0.1
O=c1cc(NCc2ccccc2)c2ccccc2o1	-1.9	-1.6	3	-2.6	0.0	1	0.3	5	1	0	-1.8
CC(C)(C)c1cc(-c2nc(N)nc(N)n2)cc(C(C)(C)C)c1	0.9	-1.3	1	-0.1	-0.7	-1	2.8	0	-1	2	-0.2
O=C(CNS(=O)(=O)c1ccc(Br)s1)N1CCC(N2CCCCC2)CC1	2.3	-0.2	3	0.3	0.7	-2	-0.1	2	-1	-3	1.1
CCOC(=O)c1sc(=S)n(C)c1NC(=O)c1ccc(C(C)(C)C)cc1	-1.7	-1.4	-4	-1.1	3.0	1	1.3	3	3	3	-0.8
CCOc1ccc(S(=O)(=O)N2CCN=C2c2ccccc2)c(C)c1C	-2.3	-1.4	-5	-3.6	-0.4	-13	-1.4	-4	3	1	-2.0
COc1ccc(/C(O)=C2/C(=O)C(=O)N(Cc3ccco3)C2c2cccs2)cc1 (centres undefined)	5.9	-1.4	-13	0.5	2.0	-4	3.1	0	-12	0	0.5
O=C(NCc1ccc(F)cc1)N1[C@H]2CC[C@@H]1C=C(c1ccc(F)cc1OCc1ccccc1)C2	2.2	-1.2	2	-0.4	1.4	1	1.0	-6	0	3	-0.4
O=S(=O)(c1ccccc1)N1CCN(C(=S)NCCc2ccccc2)CC1	1.3	-1.2	-5	-2.0	1.0	-14	-1.6	6	-1	-1	-0.6
COc1ccc(-c2cc3c(=O)n(CC(=O)NCCCN4CCC(N5CCCCC5)CC4)nc(C)n3n2)cc1	0.9	-1.2	-78	-0.4	1.1	-2	1.6	-57	-42	-15	4.5*
CCn1nnc(NC(=O)c2ccc(-c3ccc(Cl)cc3)o2)n1	2.5	-1.1	-19	-2.6	0.9	-11	3.6	-203	-11	-61	0.5

Screens deposited in PubChem by The Scripps Research Institute Molecular Screening Center.

Compounds as they come; overall some 6.9% were active at least once.
